hIAP inh = human IAP inhibition; 330,000 tested, 0.12% active; purified IAP, CDP-Star luminescence, 30 min; inhibition, % at 10 µM;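 active = inhibition reaching a set limit with compound at 10 µM in the primary screen, cut at about 35% in these data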;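 note: plate controls were DMSO wells with enzyme for no effect and no-enzyme buffer wells for full effect; values of inactives mirror those of a sister screen read the other way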
Target sequence (P09923 whole entry, looked up): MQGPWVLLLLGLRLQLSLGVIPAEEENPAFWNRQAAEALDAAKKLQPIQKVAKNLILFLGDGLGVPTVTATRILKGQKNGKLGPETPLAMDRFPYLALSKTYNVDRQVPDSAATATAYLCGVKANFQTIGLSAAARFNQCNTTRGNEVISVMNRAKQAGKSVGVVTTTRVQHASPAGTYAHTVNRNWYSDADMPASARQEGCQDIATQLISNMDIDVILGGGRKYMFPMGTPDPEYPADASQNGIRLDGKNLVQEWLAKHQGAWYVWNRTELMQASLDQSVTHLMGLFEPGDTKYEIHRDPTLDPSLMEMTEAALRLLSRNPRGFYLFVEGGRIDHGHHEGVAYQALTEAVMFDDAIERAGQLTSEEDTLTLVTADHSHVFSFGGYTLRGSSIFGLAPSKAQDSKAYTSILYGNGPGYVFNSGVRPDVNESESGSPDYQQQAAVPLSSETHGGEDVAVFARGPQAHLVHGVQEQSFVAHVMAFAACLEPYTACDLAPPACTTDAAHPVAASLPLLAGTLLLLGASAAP
mIAP act = increases mouse intestinal alkaline phosphatase activity; muIAP, CDP-Star luminescence, 30 min; stronger effect = higher value; 1 = vehicle-only enzyme signal, 0 = enzyme-free wells; activation factor at 10 µM; 330,000 tested, 0.24% active; AID 2805;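 active = activation factor of at least 2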; note: the source names both 10 and 20 µM as test concentration; values of inactives mirror those of a sister screen read the other way
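also added = chemiluminescent substrate CDP-Star | test system = mouse IAP enzyme | signal = chemiluminescence readout | compound = DMSO-dissolved test compounds | incubation = 30 min at room temperature | benchmarks = DMSO wells, no-enzyme wells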
ATG4B inh = ATG4B (human) cysteine protease inhibition | Q9Y4P1 | inhibition, % at 8.33 µM | ATG4B cleavage of LC3-PLA2, NBD-HPC fluorescence, 1 h | 340,000 tested, 0.51% active; in the data active = inhibition above about 40%
MPTP block = permeability transition pore inhibition; isolated mouse mitochondria, Ca2+ swelling absorbance, 30 min; inhibition, % at 10 µM; 360,000 tested, 1.4% active;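 active = inhibition of 50% or more, scaled per plate between neutral and stimulator controls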;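 note: 0% = DMSO wells given calcium and 100% = 1 mM EGTA wells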
mIAP inh = blocks mouse intestinal alkaline phosphatase; purified mouse IAP, CDP-Star luminescence, 30 min; inhibition, % at 10 µM; 330,000 tested, 0.2% active; AID 2806;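 active = inhibition of at least 40% at 10 µM in the primary screen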;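 note: plate controls were DMSO with enzyme for no effect and no enzyme wells for full effect; values of inactives mirror those of a sister screen read the other way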
APOBEC3A inh = human APOBEC3A DNA deaminase inhibition | P31941 | 330,000 tested, 0.41% active | recombinant A3A, FAM/TAMRA ssDNA deamination fluorescence | inhibition, % at 20 µM | AID 493011;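 active = at least 40% inhibition at 20 µM here, with at most 30% in a related deaminase screen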;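 note: plate controls were A3A with DMSO for no effect and wells lacking A3A enzyme for full effect; some results filed as inactive read as strong as hits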
Target sequence (P31941 whole entry, looked up): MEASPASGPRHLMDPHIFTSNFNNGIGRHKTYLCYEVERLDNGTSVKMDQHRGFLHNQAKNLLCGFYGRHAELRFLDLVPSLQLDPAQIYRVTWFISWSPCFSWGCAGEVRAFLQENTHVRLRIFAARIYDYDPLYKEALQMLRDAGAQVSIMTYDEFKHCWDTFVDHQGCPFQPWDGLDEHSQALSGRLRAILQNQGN
hIAP activ = human IAP activation; P09923; purified human IAP, CDP-Star luminescence, 30 min; stronger effect = higher value; 1 = vehicle-only enzyme, 0 = enzyme-free background; activation factor at 10 µM; 330,000 tested, 0.16% active; AID 2524;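 active = activation factor of the enzyme at least 2-fold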; note: the source names both 10 and 20 µM as test concentration; values of inactives mirror those of a sister screen read the other way
APOBEC3G inh = APOBEC3G (human) deaminase inhibition; Q9HC16; recombinant A3G, ssDNA deamination FAM/TAMRA fluorescence; inhibition, % at 20 µM; 330,000 tested, 0.28% active; AID 493012;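 active = inhibition of at least 40% at 20 µM, with no more than 30% in the related APOBEC3A deaminase screen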;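 note: plate controls were DMSO wells with A3G for no effect and wells lacking A3G enzyme for full effect; some compounds called inactive have numbers as strong as hits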
Target sequence (Q9HC16 whole entry, looked up): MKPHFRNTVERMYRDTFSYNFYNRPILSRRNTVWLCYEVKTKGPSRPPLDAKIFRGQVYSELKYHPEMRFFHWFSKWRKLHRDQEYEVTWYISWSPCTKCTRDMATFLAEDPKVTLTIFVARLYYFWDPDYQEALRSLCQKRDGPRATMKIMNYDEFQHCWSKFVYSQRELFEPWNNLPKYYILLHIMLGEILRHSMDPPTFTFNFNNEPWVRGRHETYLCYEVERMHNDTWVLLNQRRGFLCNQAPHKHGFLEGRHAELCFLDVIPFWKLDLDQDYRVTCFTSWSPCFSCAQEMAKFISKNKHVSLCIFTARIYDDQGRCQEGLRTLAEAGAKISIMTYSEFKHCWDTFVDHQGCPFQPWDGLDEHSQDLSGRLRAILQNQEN
MIN6 prolif = induces beta-cell replication in MIN6 cells. proliferation, % at 10 µM. 330,000 tested, 0.29% active. MIN6 cells proliferation, ATPlite luminescence, 48 h; cells starved in 0.2% serum; 100% = growth in 10% serum. AID 2380;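 active = compounds whose signal lies at least 3.5 SD above the mean of all wells on their plate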;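 note: 0% = DMSO-treated cells in low-serum medium and 100% = 10% serum control; some compounds called inactive have numbers as strong as hits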
The depositor's hits bear a star; · = not tested or not shown.

Preview, 3 compounds:
SMILES	hIAP inh	mIAP act	ATG4B inh	MPTP block	mIAP inh	APOBEC3A inh	hIAP activ	APOBEC3G inh	MIN6 prolif
Cc1cccc(NC(=O)CS(=O)(=O)c2c[nH]c3ccccc23)c1C	9	0.95	-11	-1.1	5	3	0.91	-4	-1
O=C(Nc1ccc(Sc2ccc(Br)cc2)cc1)c1ccco1	-10	0.95	15	0.6	5	5	1.1	-2	-3
COC(=O)COc1ccc2c(c1)O/C(=C\c1cccc([N+](=O)[O-])c1)C2=O	6	0.96	0	0.0	4	-1	0.94	-3	-4

The list itself, repeating the preview:
SMILES	hIAP inh	mIAP act	ATG4B inh	MPTP block	mIAP inh	APOBEC3A inh	hIAP activ	APOBEC3G inh	MIN6 prolif
Cc1cccc(NC(=O)CS(=O)(=O)c2c[nH]c3ccccc23)c1C	9	0.95	-11	-1.1	5	3	0.91	-4	-1
O=C(Nc1ccc(Sc2ccc(Br)cc2)cc1)c1ccco1	-10	0.95	15	0.6	5	5	1.1	-2	-3
COC(=O)COc1ccc2c(c1)O/C(=C\c1cccc([N+](=O)[O-])c1)C2=O	6	0.96	0	0.0	4	-1	0.94	-3	-4
O=C(NCc1ccc(-c2nc3ccccc3s2)cc1)c1ccco1	6	1	-4	0.8	-4	3	0.94	-3	-1
Cc1ccc(C)c(OCCC(=O)OCC(=O)NCCc2ccc(S(N)(=O)=O)cc2)c1	-2	0.94	-3	-1.7	6	-4	1	-11	-1
CCOc1ccc2[nH]c(=O)c(CN(CC3COCCO3)C(=O)c3ccc(C)cc3)cc2c1 (centres undefined)	9	1	-6	-1.5	-2	16	0.91	-4	1
CCn1c(C(=O)N2CCCC(C(=O)O)C2)cc2sccc21 (centres undefined)	-6	0.95	-7	-2.3	5	1	1.1	-2	0
CSC1=C(C#N)C2(CCCC2)C(C#N)=C(N)N1	10	1.1	·	·	-15	-3	0.9	-3	-2
CCOC(=O)N1CCN(CCC(=O)Nc2ccc(C)c(Br)c2)CC1	-14	1.2	-1	-0.4	-22	-3	1.1	-5	-2
COc1ccc(NC(=O)Nc2cccc3ccccc23)cc1S(N)(=O)=O	-6	1.8	-13	-2.5	-84	-2	1.1	-10	-3
COc1ccc(NC(=O)CN2C(=O)C(C)Oc3ccccc32)c(OC)c1 (centres undefined)	-13	0.93	2	-0.9	7	0	1.1	-1	-1
Cc1cc(C(C)(C)C)cc(C)c1C[n+]1ccc2ccccc2c1	16	0.96	7	0.6	4	1	0.84	-5	-7
S=C(Nc1ccccc1)N1CCOCCOCCN(C(=S)Nc2ccccc2)CCOCCOCC1	6	1	-1	2.7	0	-7	0.94	-9	0
O=C(NC1CC(=O)N(c2ccccc2)C1)N1CCN(C(=O)c2ccco2)CC1 (centres undefined)	-2	1.1	4	-1.7	-11	1	1	14	0
Nc1c(N(Cc2ccco2)C(=O)c2ccc(Br)cc2)c(=O)[nH]c(=O)n1Cc1ccccc1	16	0.88	3	0.4	12	0	0.84	1	-5
O=C(Oc1ccccc1)c1cc2ccccc2o1	3	0.95	4	0.1	5	1	0.97	-3	-2
CN(C)C(=O)CCc1ccc2c3c([nH]c2c1)[C@]1(C)[C@@H](C(=O)N2CCOCC2)C[C@H](CC(=O)NCc2cccc(C(F)(F)F)c2)C(=O)N1CC3	·	1	-2	-1.5	-1	2	·	3	·
O=C(NCc1ccccn1)c1ccc2c(=O)n3nc(Nc4ccccc4)sc3nc2c1	-12	0.94	-5	-0.4	6	-3	1.1	-2	-5
CC(C)C(=O)NC(Nc1ccccc1F)C(Cl)(Cl)Cl (centres undefined)	-5	1	-8	-1.1	-3	2	1.1	-3	-1
O=C(Nc1ccc(Cl)cc1)C1CCCN(S(=O)(=O)c2cnc[nH]2)C1 (centres undefined)	9	1	-12	-3.2	-4	-1	0.91	-2	-2
COC(=O)C1CCN(C(=O)Cc2ccc(Br)cc2)CC1	7	1	-10	-0.5	-1	-2	0.93	-3	-2
O=[N+]([O-])c1cccc(/C=N/Nc2nccnc2Cl)c1	-6	0.96	8	-1.5	4	-7	1.1	-9	-4
Cc1cc(C)n(C(=O)c2ccc(NC(=O)C3COc4ccccc4O3)cc2)n1 (centres undefined)	-31	1.1	-4	-1.8	-5	-4	1.3	-1	-3
O=C(CCC(=O)c1ccc(F)cc1)OC1CCOC1=O (centres undefined)	14	0.97	7	3.5	3	-3	0.86	-6	0
Cc1cccc(NC(=O)NCCc2ccc(Cl)cc2)c1	-9	1.9	6	5.9	-90	-2	1.1	-10	-4

Carrying on:
SMILES	hIAP inh	mIAP act	ATG4B inh	MPTP block	mIAP inh	APOBEC3A inh	hIAP activ	APOBEC3G inh	MIN6 prolif
O=C(CCN1CCCO1)NC1CCCc2c1cnn2-c1ccccc1F (centres undefined)	-2	1.1	-5	-1.7	-6	-4	1	-5	1
CCCN1CN(Cc2ccccc2)CNC1=S	-2	1.1	0	-0.5	-13	-2	1	-2	0
CCNC(=S)N/N=C(\C)c1cccc(OC)c1	2	0.99	6	-1.1	1	-3	0.98	-9	-3
COc1ccc(-c2cc(C(=O)Nc3c(Cl)cc(Cl)cc3Cl)c3ccccc3n2)cc1OC	10	0.88	5	1.5	12	2	0.9	-2	0
COCCCN1C(=O)C(=O)/C(=C(/O)c2ccc(C)cc2)C1c1ccccc1 (centres undefined)	-6	1	-1	-5.4	-2	-1	1.1	1	3
CCn1c(CSc2ncccn2)nnc1SCC(=O)N1c2ccccc2CC1C (centres undefined)	14	0.96	4	0.4	4	2	0.86	-4	-2
COC(=O)C1=CN(Cc2ccc(OC)c(OC)c2)C=C(C(=O)OC)C1c1cccc(OC)c1OC	-40	1.2	-5	2.5	-18	-2	1.4	-7	6
COC(=O)NCc1ccc(CNC(=O)OC)cc1	13	1.1	-2	14	-7	-1	0.87	-5	-3
CCCOc1ccc(CN(CCO)CCO)cc1C(=O)OC	-29	1	-2	-0.9	-3	-7	1.3	-8	-2
CC(C)c1cc(C(=O)N/N=C/c2c[nH]c3ccccc23)n[nH]1	28	1.1	-6	1.7	-9	-1	0.72	-4	0
CC(C)(C)CC(=O)Nc1cccc2c1CCCC2	-5	1	-4	-0.2	-4	1	1	-4	0
O=C(CCn1c(=O)[nH]c2ccccc2c1=O)N1CCN(c2ccc(Cl)cc2)CC1	5	0.99	-22	3.1	1	1	0.95	-9	-2
O=C(OCC(=O)N1CCc2ccccc2C1)c1ccc(Cl)c([N+](=O)[O-])c1	6	0.98	16	0.1	2	-3	0.94	-10	-2
COc1ccc(Cl)cc1NC(=O)CN(C)C(=O)c1ccc(-n2cncn2)cc1	-4	1.1	-11	-1.5	-5	-4	1	-4	-3
CC(CC(=O)NCCc1ccc(F)cc1)c1ccccc1 (centres undefined)	32	1.1	5	-0.4	-8	0	0.69	-3	-1
COc1ccccc1NC(=S)NNC(=O)c1ccc(O)cc1	-14	0.89	-2	0.1	11	-2	1.1	-2	0
Cc1ccc(C)c(N(CC(=O)NN=C2CCCCCCC2)S(C)(=O)=O)c1	-1	1	-5	0.1	-4	-5	1	-6	-2
CCN=C1SC(CC(=O)Nc2ccc(C(F)(F)F)cc2)C(=O)N1CC (centres undefined)	23	0.99	6	6.2	1	-5	0.77	-7	-2
CC(C)C[C@@H](CO)N1CCN(CC(C)C)CCC1=O	3	0.95	-3	-0.4	5	-3	0.97	-5	-3
O=C(O)CCC(=O)N1N=C(c2ccc(Br)cc2)CC1c1cccs1 (centres undefined)	-12	1	-2	81*	-2	-1	1.1	0	0
CCCn1c(SCC(=O)Nc2ccc3c(c2)OCO3)n[nH]c1=O	-5	0.96	-3	-1.2	4	-4	1	-6	4
CCN(CC(=O)NC1CCS(=O)(=O)C1)S(=O)(=O)c1ccccc1Cl (centres undefined)	-14	0.93	-7	0.3	7	-1	1.1	-8	0
COc1ccc(CCn2c(NCc3ccco3)nc3c2c(=O)[nH]c(=O)n3C)cc1	0	1	1	4.6	-3	0	1	-1	1
CCc1ccccc1NC(=O)Nc1c(C)n(C)n(-c2ccccc2)c1=O	2	0.99	3	-0.2	1	1	0.98	-9	-2
Cc1ccc(C(=O)NCCc2nnc3ccc(SCC(=O)Nc4c(C)cc(C)cc4C)nn23)cc1	-5	1.1	-6	-10	-6	2	1	-1	-3

One compound at a time (already shown):
`CCc1ccccc1NC(=O)Nc1c(C)n(C)n(-c2ccccc2)c1=O` is entered as hIAP inh: 2; mIAP act: 0.99; ATG4B inh: 3; MPTP block: -0.2; mIAP inh: 1; APOBEC3A inh: 1; hIAP activ: 0.98; APOBEC3G inh: -9; MIN6 prolif: -2
`COc1ccc(Cl)cc1NC(=O)CN(C)C(=O)c1ccc(-n2cncn2)cc1` is entered as hIAP inh: -4; mIAP act: 1.1; ATG4B inh: -11; MPTP block: -1.5; mIAP inh: -5; APOBEC3A inh: -4; hIAP activ: 1; APOBEC3G inh: -4; MIN6 prolif: -3
`CCCN1CN(Cc2ccccc2)CNC1=S` is entered as hIAP inh: -2; mIAP act: 1.1; ATG4B inh: 0; MPTP block: -0.5; mIAP inh: -13; APOBEC3A inh: -2; hIAP activ: 1; APOBEC3G inh: -2; MIN6 prolif: 0

Going on with the list.
SMILES	hIAP inh	mIAP act	ATG4B inh	MPTP block	mIAP inh	APOBEC3A inh	hIAP activ	APOBEC3G inh	MIN6 prolif
CCN(CC)S(=O)(=O)c1cccc(-c2n[nH]c(=S)n2C(C)COC)c1 (centres undefined)	7	1	-14	-0.9	-4	-4	0.93	15	-2
CC(=O)c1cccc(NC(=O)Cn2cnc(S(=O)(=O)N3CCCCC3)c2)c1	23	0.9	-3	-2.3	10	-5	0.77	-9	3
Cc1c(-n2cc(C(=O)O)c(=O)c3cc(F)c(N4CCCC(O)C4)c(F)c32)c(=O)n(-c2ccccc2)n1C (centres undefined)	8	0.91	-1	0.7	9	0	0.92	0	3
Cc1ccc(C=C2C(=O)c3ccccc3C2=O)o1	28	0.78	1	1.8	22	19	0.72	8	-2
COc1ccc(CCNC(=O)[C@@H](NC(=O)N2CCn3c2nc2ccccc23)C(C)C)cc1OC	-18	1.1	-2	-0.5	-10	-19	1.2	-7	0
CC(=O)c1ccc(NC(=O)c2cc(=O)[nH]c3ccccc23)cc1	2	0.99	10	0.1	1	-7	0.98	-4	-3
CCC(Sc1nc2c(c(=O)[nH]1)CCC2)C(=O)Nc1cccc(OC)c1 (centres undefined)	-27	1.1	-2	-3.7	-11	-3	1.3	-9	0
CCCCN1C(=O)C(=O)NC[C@@H]1CCCCN	-6	1	-1	-0.9	-1	0	1.1	-8	2
CCSc1nc(O)cc(=O)n1-c1ccc(OC)cc1	-8	1	-6	-2.7	-2	1	1.1	-5	-2
COc1ccc(OCCCC(=O)NCC(C)C)cc1	8	0.91	-3	-2.2	9	1	0.93	1	-2
O=[N+]([O-])c1ccccc1S(=O)(=O)NCCSCc1ccco1	-2	1	-5	-0.2	-2	1	1	-2	1
O=C(NCc1ccccn1)c1cccc(NS(=O)(=O)c2ccccc2F)c1	4	1	9	-3.0	-1	-4	0.96	0	-1

Shown in markdown: 3 of the compounds above
| compound | hIAP inh | mIAP act | ATG4B inh | MPTP block | mIAP inh | APOBEC3A inh | hIAP activ | APOBEC3G inh | MIN6 prolif |
| --- | --- | --- | --- | --- | --- | --- | --- | --- | --- |
| O=C(CCC(=O)c1ccc(F)cc1)OC1CCOC1=O (centres undefined) | 14 | 0.97 | 7 | 3.5 | 3 | -3 | 0.86 | -6 | 0 |
| CCOC(=O)N1CCN(CCC(=O)Nc2ccc(C)c(Br)c2)CC1 | -14 | 1.2 | -1 | -0.4 | -22 | -3 | 1.1 | -5 | -2 |
| O=[N+]([O-])c1cccc(/C=N/Nc2nccnc2Cl)c1 | -6 | 0.96 | 8 | -1.5 | 4 | -7 | 1.1 | -9 | -4 |

From PubChem BioAssay
